Pf growth 48h: P. falciparum growth inhibition at 48 hours (one generation). actives 5.9% (n = 310,000). P. falciparum luciferase growth in erythrocytes, 48 h. AID 504832. Potency, µM (series often up to 28.7 µM), for inactives: at the highest dose activity change, negative = inhibition, actives largely listed as inhibitors; further: potency means the concentration at half of the fitted maximal effect; on the % scale 0 is the no-effect control and ±100 the full control effect
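Read-out is firefly luciferase luminescence from an integrated reporter in P. falciparum, so falling signal marks reduced parasite growth. Infected erythrocytes were at 2% hematocrit and 0.1% parasitemia (final) in Albumax-supplemented RPMI 1640.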
CHX counter: affects cycloheximide protein synthesis inhibition readout, counter-screen; cell reporter, cycloheximide protein synthesis inhibition counterscreen; max response, %; actives 12% (n = 300,000); AID 2314; in the data active means max response mostly above about 13%, no sharp cut-off; inactive means mostly below about 14%; further: read at 38.3 µM for the half of the compounds with a filed dose; 0% is about no effect
Shiga toxin inh: blocks Shiga toxin action in Vero cells | Vero cells, Shiga toxin protein synthesis inhibition reporter | AID 2315 | inhibition, % at 38.7 µM | actives 9.2% (n = 290,000); in the data active means inhibition mostly above about 28%, no sharp cut-off; inactive means mostly below about 43%; further: 0% is about no effect
Pf growth 96h: inhibits malaria parasite growth, 96 h | P. falciparum luciferase reporter growth, 96 h | actives 6.9% (n = 320,000) | Potency, µM (titrated, usually from 28.7 µM), for the others: at the highest dose activity change, negative = inhibition, hits mostly inhibitors | AID 504834; further: potency means the concentration at half of the fitted maximal effect; on the % scale 0 is the no-effect control and ±100 the full control effect
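Erythrocytes infected with luciferase-expressing P. falciparum were dispensed at 2% hematocrit and 0.05% parasitemia (final), then incubated with compounds 96 hours at 37 C in 5% CO2. Luminescence after detection reagent addition reported growth.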
Tb PYK inh: inhibitors of Trypanosoma brucei pyruvate kinase | Q57TT1 | TbPYK enzyme, Kinase-Glo Plus ATP luminescence, 45 min | Potency, µM (titrated, usually from 76.8 µM), inactives show at the highest dose activity, negative = inhibition, actives largely listed as inhibitors | actives 0.12% (n = 410,000); further: potency means the concentration at half of the fitted maximal effect; on the % scale 0 is the no-effect control and ±100 the full control effect; nearly all actives have a fitted effect of over 50% in size
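Luminescence from Kinase-Glo Plus, added after a 45-minute room-temperature reaction, served as the end-point read-out. The enzyme and substrate were preincubated with compound before ADP (130 uM final) initiated turnover. Concentration-effect curves came from normalized qHTS data.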
LmPK inh: LmPK (Leishmania mexicana) enzyme inhibition | Q27686 | purified LmPK, Kinase-Glo ATP luminescence, 1 h | Potency, µM (top dose mostly 57.5 µM), inactives show top-dose activity change, negative = inhibition, actives largely listed as inhibitors | actives 0.37% (n = 290,000) | AID 1721; further: potency means the concentration at half of the fitted maximal effect; on the % scale 0 is the no-effect control and ±100 the full control effect
Target sequence (Q27686 whole entry, looked up): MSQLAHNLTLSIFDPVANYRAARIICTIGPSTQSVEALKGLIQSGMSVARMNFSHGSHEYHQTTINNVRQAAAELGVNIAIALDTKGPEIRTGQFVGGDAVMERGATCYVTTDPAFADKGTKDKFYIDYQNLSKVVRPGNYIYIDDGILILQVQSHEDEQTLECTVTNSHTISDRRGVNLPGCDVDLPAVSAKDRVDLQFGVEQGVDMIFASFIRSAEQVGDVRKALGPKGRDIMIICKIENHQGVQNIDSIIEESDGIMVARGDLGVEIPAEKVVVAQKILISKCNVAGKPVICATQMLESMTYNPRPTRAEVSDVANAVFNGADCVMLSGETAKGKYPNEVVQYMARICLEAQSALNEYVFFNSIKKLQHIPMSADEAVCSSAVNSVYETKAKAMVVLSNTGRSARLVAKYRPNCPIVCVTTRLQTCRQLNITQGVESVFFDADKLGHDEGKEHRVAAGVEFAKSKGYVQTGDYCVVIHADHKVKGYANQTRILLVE
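In 50 mM imidazole pH 7.2 with 7 mM MgCl2, LmPK (0.1 nM) turned over PEP (0.5 mM) and ADP (0.1 mM) for 1 h at room temperature. Luciferase read-out of ATP.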
AMA1-RON2 inh: disrupts binding of P. falciparum AMA1 to RON2 | AlphaScreen AMA1-biotinylated RON2 peptide binding | Potency, µM (highest dose often 58.2 µM), for the others: top-dose activity change, negative = inhibition, actives largely listed as inhibitors | actives 0.2% (n = 360,000) | AID 720542;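 further: potency means the concentration at half of the fitted maximal effect; 0% = vehicle wells and -100% = peptide control; nearly all actives have a fitted effect of over 45% in size; some results filed as inactive show a strong effect at the top dose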
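AMA1 (3D7) with his tag at 25 nM final met compounds first, then biotinylated RON2 peptide at 25 nM; detection used donor plus acceptor beads, 10 µg/mL apiece, read by AlphaScreen after 30 min at room temperature.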
* = called active by the depositor; ! = a repeat was not active; [ ] = dose if it differs, or a comment. Unless noted, the call rests on the fitted dose curve; in most records, active means well fitted curve in the direction sought with a large enough effect; inconclusive means small, poorly fitted or top-dose-only effect, or another doubt; inactive means no such curve, though single readings can be large; an effect the other way counts as inactive or inconclusive.

For Cc1cc(C)cc(N2CC34C=CC(O3)C(C(=O)OCC(=O)NCc3ccco3)C4C2=O)c1 (centres undefined) the results were Pf growth 48h 7%, CHX counter -2, Shiga toxin inh 20, Pf growth 96h 0%, Tb PYK inh 0%, LmPK inh 2% and AMA1-RON2 inh -25%.
COCc1ccc(-c2c(-c3ccsc3)sc3ccccc23)cc1 was read as Pf growth 48h inconclusive, Pf growth 96h inconclusive, Tb PYK inh -16% and AMA1-RON2 inh 18%.
For O=C(N/N=C/c1c(F)cccc1Cl)c1ccc(Cn2cc(Br)cn2)o1 the results were Pf growth 48h inconclusive, CHX counter 10, Shiga toxin inh -35, Pf growth 96h inconclusive, Tb PYK inh 4%, LmPK inh 5% and AMA1-RON2 inh -6%.
`O=C(Nn1c(Cc2cccs2)nc2ccccc2c1=O)c1ccc(F)c(F)c1` gave Pf growth 48h 14%, CHX counter 2, Shiga toxin inh -6, Pf growth 96h 48%[activator], Tb PYK inh -4%, LmPK inh 1% and AMA1-RON2 inh 5%.
For CCCCOc1ccc(C(C)NC(=O)C2CCCN(S(=O)(=O)CCC)C2)cc1 (centres undefined) the results were Pf growth 48h -15%, CHX counter -6, Shiga toxin inh -18, Pf growth 96h 0%, Tb PYK inh -7%, LmPK inh 0% and AMA1-RON2 inh -24%.
CC(C)C(NS(=O)(=O)c1ccc2c(c1)Cc1cc(S(=O)(=O)NC(C(=O)O)C(C)C)ccc1-2)C(=O)O (centres undefined) was read as Pf growth 48h 6%, CHX counter 1, Shiga toxin inh -6, Pf growth 96h inconclusive, Tb PYK inh 0%, LmPK inh 0% and AMA1-RON2 inh -26%.
Screening CCOC(=O)Cn1cc(C#N)c(=O)[nH]c1=O returned Pf growth 48h 3%, CHX counter 3, Shiga toxin inh -13, Pf growth 96h 20%, Tb PYK inh -4%, LmPK inh -3% and AMA1-RON2 inh 0%.
CC(Oc1cc2oc(=O)c3c(c2cc1Cl)CCCC3)C(=O)NCc1ccncc1 (centres undefined) was read as Pf growth 48h 15%, CHX counter -2, Shiga toxin inh -4, Pf growth 96h -24%, Tb PYK inh 0%, LmPK inh 1% and AMA1-RON2 inh -2%.
Screening COCCn1c(SCC(=O)Nc2ccccc2F)nc2c([nH]c3ccccc32)c1=O returned Pf growth 48h -7%, CHX counter -3, Shiga toxin inh 8, Pf growth 96h inconclusive, Tb PYK inh 3%, LmPK inh 5% and AMA1-RON2 inh 24%.
`COc1ccc(OC)c(S(=O)(=O)N2CCC3(CC2)CC(=O)c2ccccc2O3)c1` gave Pf growth 48h inconclusive, Pf growth 96h inconclusive, Tb PYK inh 4% and AMA1-RON2 inh -6%.
For Oc1ccc(C[C@H]2CNCCN2CCC23CC4CC(CC(C4)C2)C3)cc1 the results were Pf growth 48h inconclusive, Pf growth 96h inconclusive, Tb PYK inh -1% and AMA1-RON2 inh 3%.
For CCCCc1cc(=O)oc2cc(C)cc(OCC(=O)NC(Cc3ccc(Cl)cc3)C(=O)O)c12 (centres undefined) the results were Pf growth 48h 19%, CHX counter 2, Shiga toxin inh -5, Pf growth 96h -21%, Tb PYK inh 3%, LmPK inh 2% and AMA1-RON2 inh -6%.

The last three compounds of the section before come first, to join the parts:
`COc1ccc(OC)c(S(=O)(=O)N2CCC3(CC2)CC(=O)c2ccccc2O3)c1` gave Pf growth 48h inconclusive, Pf growth 96h inconclusive, Tb PYK inh 4% and AMA1-RON2 inh -6%.
For Oc1ccc(C[C@H]2CNCCN2CCC23CC4CC(CC(C4)C2)C3)cc1 the results were Pf growth 48h inconclusive, Pf growth 96h inconclusive, Tb PYK inh -1% and AMA1-RON2 inh 3%.
For CCCCc1cc(=O)oc2cc(C)cc(OCC(=O)NC(Cc3ccc(Cl)cc3)C(=O)O)c12 (centres undefined) the results were Pf growth 48h 19%, CHX counter 2, Shiga toxin inh -5, Pf growth 96h -21%, Tb PYK inh 3%, LmPK inh 2% and AMA1-RON2 inh -6%.
`COc1ccccc1-c1ccc(C(=O)O)o1` gave Pf growth 48h 29%, CHX counter 22*!, Shiga toxin inh 75, Pf growth 96h 0%, Tb PYK inh -4%, LmPK inh -10% and AMA1-RON2 inh -3%.
`COc1ccc(C(C)=O)cc1COC(=O)CSCC(=O)Nc1ccc(C)cc1` gave Pf growth 48h inconclusive, Pf growth 96h 30%, Tb PYK inh 5% and AMA1-RON2 inh -12%.
`CCOc1ccccc1C(=O)NCC(=O)NCC(c1ccc(OC)cc1)N1CCOCC1` (centres undefined) gave Pf growth 48h -8%, Pf growth 96h 42%[activator], Tb PYK inh -1% and AMA1-RON2 inh -16%.
For C/C(=N\NC(=O)c1cccc2ccccc12)c1cccnc1 the results were Pf growth 48h 26%, CHX counter 6, Shiga toxin inh 6, Pf growth 96h -3%, Tb PYK inh 5%, LmPK inh -1% and AMA1-RON2 inh 40%[activator].
Screening C=CCNC(=S)N(C1CCCCC1)C1CCCCC1 returned Pf growth 48h 24%, CHX counter -9, Shiga toxin inh 16, Pf growth 96h 26%, Tb PYK inh -3%, LmPK inh 4% and AMA1-RON2 inh -2%.
Screening Cc1cc2c(s1)c1cnn(CC(=O)NCCc3ccccc3)c(=O)c1n2C returned Pf growth 48h -13%, CHX counter 2, Shiga toxin inh -7, Tb PYK inh -2%, LmPK inh 1% and AMA1-RON2 inh 4%.
O=C(NCC1CCCO1)C(c1cccs1)N(C(=O)c1ccc(-c2ccccc2)[nH]1)C1CCCC1 (centres undefined) was read as Pf growth 48h 10µM*, CHX counter 3, Shiga toxin inh 36, Pf growth 96h inconclusive, Tb PYK inh 0%, LmPK inh 6% and AMA1-RON2 inh 5%[2.32 µM].
Cc1onc(-c2ccccc2)c1C(=O)c1c[nH]c(C(=O)NCc2ccccn2)c1 was read as Pf growth 48h 181%[activator], CHX counter -2, Shiga toxin inh -6, Pf growth 96h inconclusive, Tb PYK inh -16%, LmPK inh -4% and AMA1-RON2 inh 54%[activator].
For C/C(=N\S(=O)(=O)c1ccc(C)cc1)NC(=S)Nc1ccccc1 the results were Pf growth 48h 1%, CHX counter -1, Shiga toxin inh -4, Pf growth 96h 18%, Tb PYK inh 2%, LmPK inh 7% and AMA1-RON2 inh 0%.
`CC(=O)N/C(=C/c1ccc2c(c1)OCO2)C(=O)O` gave Pf growth 48h 0%, CHX counter 1, Shiga toxin inh 8, Pf growth 96h -8%, Tb PYK inh 5%, LmPK inh -1% and AMA1-RON2 inh 15%.
COC(=O)CN1C(c2ccccc2)=Nc2ccc(Cl)cc2C1c1ccccc1 (centres undefined) was read as Pf growth 48h inconclusive, CHX counter -7, Shiga toxin inh -4, Pf growth 96h inconclusive, LmPK inh 2% and AMA1-RON2 inh -15%.
`Cc1cc(C)cc(NCc2cc3c(cc2[N+](=O)[O-])OCO3)c1` gave Pf growth 48h -26%, CHX counter 1, Shiga toxin inh 17, Pf growth 96h inconclusive, Tb PYK inh 0%, LmPK inh -4% and AMA1-RON2 inh inconclusive.
For COc1ccc2cc(/C=C3\SC(=S)NC3=O)c(N3CCOCC3)nc2c1 the results were Pf growth 48h inconclusive, CHX counter -3, Shiga toxin inh -8, Pf growth 96h inconclusive, Tb PYK inh -4%, LmPK inh -1% and AMA1-RON2 inh 23%.
`COC(=O)CSc1nnc(C)n1-c1cccc(OC)c1` gave Pf growth 48h -1%, CHX counter -1, Shiga toxin inh -6, Pf growth 96h 36%[activator], Tb PYK inh -6%, LmPK inh -7% and AMA1-RON2 inh -7%.
`Cc1ccccc1C(=O)N/N=C1/SCC(=O)N1Cc1ccc2c(c1)OCO2` gave Pf growth 48h -9%, CHX counter -1, Shiga toxin inh -1, Pf growth 96h 2%, Tb PYK inh -9%, LmPK inh -1% and AMA1-RON2 inh -16%.
`COc1ccc(-n2ccnc2CN2CCN(C3CCCC3)C(CCO)C2)cc1` (centres undefined) gave Pf growth 48h -1%, CHX counter 5, Shiga toxin inh -11, Pf growth 96h 45%[activator], Tb PYK inh 1%, LmPK inh 4% and AMA1-RON2 inh 21%.
Screening COc1ccc(C)cc1NC(=O)C(Sc1nncn1C)c1ccccc1 (centres undefined) returned Pf growth 48h -16%, CHX counter -2, Shiga toxin inh -3, Pf growth 96h 46%[activator], Tb PYK inh -3%, LmPK inh 0% and AMA1-RON2 inh 5%.
For CCOC(=O)N1CCN(S(=O)(=O)c2ccc3c(c2)CC(C)N3C(C)=O)CC1 (centres undefined) the results were Pf growth 48h -5%, CHX counter 3, Shiga toxin inh -10, Pf growth 96h 291%[activator], Tb PYK inh -1%, LmPK inh 3% and AMA1-RON2 inh -1%.
CCCCOCCCn1c(N)c(C(=O)OCCOC)c2nc3ccccc3nc21 was read as Pf growth 48h inconclusive, CHX counter 4, Shiga toxin inh 2, Pf growth 96h 10µM*, Tb PYK inh -1%, LmPK inh 2% and AMA1-RON2 inh 2%.
`Cc1ccc(S(=O)(=O)N2CCC(C(=O)OC(C)C(=O)NC(N)=O)CC2)cc1C` (centres undefined) gave Pf growth 48h inconclusive, CHX counter -3, Shiga toxin inh -3, Pf growth 96h 48%[activator], Tb PYK inh 2%, LmPK inh 5% and AMA1-RON2 inh -6%.
Screening CC(=O)c1c(O)cc(=O)n(-c2ccccc2)c1-c1ccc(Cl)cc1 returned Pf growth 48h 0%, CHX counter -2, Shiga toxin inh 1, Pf growth 96h -3%, Tb PYK inh -1%, LmPK inh 1% and AMA1-RON2 inh -6%.
`COc1ccc(C(=O)NC(=S)N2C[C@H]3C[C@H](C2)c2cccc(=O)n2C3)cc1OC` gave Pf growth 48h 3%, CHX counter -3, Shiga toxin inh -9, Pf growth 96h inconclusive, Tb PYK inh 2%, LmPK inh -1% and AMA1-RON2 inh 55%[activator].
`Clc1ccc(-c2nnc(NCc3ccccc3)c3ccccc23)cc1` gave Pf growth 48h inconclusive, CHX counter 2, Shiga toxin inh 12, Pf growth 96h inconclusive, Tb PYK inh 3%, LmPK inh 1% and AMA1-RON2 inh -21%.
`O=C1CCCN1CC(O)CS(=O)(=O)Cc1ccccc1Cl` (centres undefined) gave Pf growth 48h 28%, CHX counter -5, Shiga toxin inh 3, Pf growth 96h 46%[activator], Tb PYK inh 0%, LmPK inh -6% and AMA1-RON2 inh 4%.
CCOc1cc(NS(=O)(=O)c2ccc(Cl)cc2)c(OCC)cc1NC(=O)CC(C)C was read as Pf growth 48h inconclusive, CHX counter -3, Shiga toxin inh -5, Tb PYK inh -10%, LmPK inh 3% and AMA1-RON2 inh -2%.
Cc1onc(C(=O)NCc2ccccn2)c1[N+](=O)[O-] was read as Pf growth 48h 28%, CHX counter 2, Shiga toxin inh -2, Pf growth 96h 16%, Tb PYK inh 0%, LmPK inh 7% and AMA1-RON2 inh 94%[activator].
`COC(=O)CCN(C(=O)c1ccc(N2CCCCC2)c([N+](=O)[O-])c1)c1ccccn1` gave Pf growth 48h -12%, CHX counter 23, Shiga toxin inh 31, Pf growth 96h -7%, Tb PYK inh 2%, LmPK inh 0% and AMA1-RON2 inh inconclusive.
Screening COC(=O)CSc1nnc(-c2cnccn2)n1C returned Pf growth 48h -15%, CHX counter -6, Shiga toxin inh 2, Tb PYK inh -13%, LmPK inh 1% and AMA1-RON2 inh 1%.

Hits appear at their usual frequency; 21% or so of the library scored in one or more.
